NCI-60 one-dose screen, 48 h, at 10 µM unless noted. Numbers give growth in % (100 = growth as untreated, 0 = no growth, -100 = all killed).
HL-60(TB): HL-60(TB) leukemia cells; actives 9% (n = 78,000); AID 1794776; active means growth percent below 10
An asterisk follows results filed as active; & = joins results of further samples.

CCOCC(O)(c1ccc(Cl)cc1)c1ccc(Cl)cc1 was read as HL-60(TB) 106.
For COc1ccc(Cn2cc(COc3cc(/C=C/C(=O)c4cc(OC)c(OC)c(OC)c4)ccc3OC)nn2)cc1 the results were HL-60(TB) 80.
For COc1cc(/C=C/C(=O)c2ccc(NC(=O)CSc3nnc(-c4cc(OC)c(OC)c(OC)c4)o3)cc2)cc(OC)c1OC the results were HL-60(TB) 79.
Screening CC1OC1C(=O)OCCOC(=O)C1OC1C (stereo unspecified) returned HL-60(TB) 97.
For COc1ccc(/C(C)=N/N=C2C(=O)Nc3cc(Br)ccc32)cc1S(N)(=O)=O the results were HL-60(TB) 98.
Screening CC12CC[C@@H]3[C@]4(C)COC(c5ccccc5Cl)O[C@@H]4CC[C@@]3(C)[C@@H]1CC(C1=CCOC1=O)O2 (stereo partly specified) returned HL-60(TB) 58.
`CCC(O)(CCN(C)C)c1ccccc1` (stereo unspecified) gave HL-60(TB) 101.
For CCCCNC(=S)NS(=O)(=O)c1ccc(CCN2C(=O)/C(=C/c3ccc(OC)cc3)N=C2C)cc1 the results were HL-60(TB) 101.
Screening COc1ccc2c(c1)CCc1[nH]nc(-c3cc(OC)c(OC)c(OC)c3)c1-2 returned HL-60(TB) -20*.
For COc1ccc(S(=O)(=O)N2CCCCC2)cc1NC(=O)c1[nH]c(C)c2c1CCCCC2=O the results were HL-60(TB) -11*.
`O=C1OC(c2nc3ccccc3s2)=C/C1=C\c1ccc(O)cc1` gave HL-60(TB) 98.
For CC[C@@H](C)C[C@H](C)C(=O)c1c(O)cc[nH]c1=O the results were HL-60(TB) 97.
`COc1ccc(-c2nnc(Nc3ccc(Cl)cc3)o2)cc1` gave HL-60(TB) 81.
`CCOC(=O)c1ccc2c(c1)nc(/C=C/c1ccc(OC)cc1)n2-c1cc(C(C)(C)C)[nH]n1` gave HL-60(TB) 110.
`COc1ccc(/C(C)=C(\c2ccc(Cl)cc2)c2ccc(OCCN)cc2)cc1F` gave HL-60(TB) 100.
For O=S(=O)(Nc1ccc(S(=O)(=O)N2CCOCC2)cc1)c1ncsc1-c1ccccc1 the results were HL-60(TB) 97.
CN(C)CC(O)COc1ccc(S(=O)(=O)c2ccc(OCC(O)CN(C)C)c(Cl)c2)cc1Cl (stereo unspecified) was read as HL-60(TB) 91.
For CCOC(=O)CC1CSC(Nc2c(C)cc(C)cc2C)=N1 (stereo unspecified) the results were HL-60(TB) 101.
`CN(C)c1ccc(/C=C/C(=O)c2ccc(NC(N)=O)cc2)cc1` gave HL-60(TB) 87.
Screening CCOC(=O)c1sc(NCC(=O)Nc2ccccc2Cl)c(C(=O)OCC)c1C returned HL-60(TB) 88.
For Cc1ccc(CN(C2CCS(=O)(=O)C2)S(=O)(=O)c2ncsc2-c2ccccc2)cc1 (stereo unspecified) the results were HL-60(TB) 98.
`CSc1nc(NCc2ccccc2)c(C#N)c(-c2cccc([N+](=O)[O-])c2)n1` gave HL-60(TB) 107.
For CCOC(=O)c1c(C)[nH]c(Cc2[nH]c(C)c(C(=O)OCC)c2C)c1C the results were HL-60(TB) 122.
`CC(=O)[C@H]1CC[C@H]2[C@@H]3CCC4CC(=O)CC[C@]4(C)[C@H]3C(C)(O)C[C@]12C` (stereo partly specified) gave HL-60(TB) 95.
For O=S(=O)(NCCCNc1cc(-c2c(-c3cccc(O)c3)nc3sccn23)ccn1)c1ccc(Cl)cc1 the results were HL-60(TB) 117.
Screening COc1cccc(/C=C2/C[C@]3(C)[C@H]4CC[C@@H]5[C@@H](/C(C)=C\CC=C(C)C)CC[C@@]5(C)[C@]4(C)CC[C@H]3C(C)(C)C2=O)c1OC returned HL-60(TB) 96.
For C=CCn1c(SCC(=O)Nc2ccc(C(=O)/C=C/c3ccc(Cl)cc3)cc2)nnc1-c1c[nH]c2ccccc12 the results were HL-60(TB) 87.
Screening NC(=O)NC1CCCCC1 returned HL-60(TB) 114.
`CC1=NN(c2ccccc2)C(=O)C1CCC#N` (stereo unspecified) gave HL-60(TB) 82.
`CSc1nc(NCCN2CCOCC2)c(C#N)c(-c2cccc(N)c2)n1` gave HL-60(TB) 107.
COC(=O)c1ccc2c(c1)C(=O)N(CCc1ccccc1)C2=O was read as HL-60(TB) 91.
O=[N+]([O-])c1c(O)cccc1O was read as HL-60(TB) 98.
`CN1CCN(C2=C(Cl)C(=O)c3ccccc3C2=O)CC1` gave HL-60(TB) 25.
For O=C1c2ccccc2C(=O)N1[N+](=O)[O-] the results were HL-60(TB) 113.
For CCN(CC)c1ccc(C(=N)c2ccc(N(CC)CC)cc2)cc1 the results were HL-60(TB) -23*.
Screening O=C(Nc1ccccc1O)C1C(=O)C(=O)N(c2ccccc2O)C1=O (stereo unspecified) returned HL-60(TB) 66.

2 consecutive entries out of the list so far, quoted:
CCOCC(O)(c1ccc(Cl)cc1)c1ccc(Cl)cc1 was read as HL-60(TB) 106.
For COc1ccc(Cn2cc(COc3cc(/C=C/C(=O)c4cc(OC)c(OC)c(OC)c4)ccc3OC)nn2)cc1 the results were HL-60(TB) 80.

(listing goes on)
Screening S=c1[nH]c2ccccc2n1CCc1ccncc1 returned HL-60(TB) 58.
Cc1ccc(O)c(NC(=O)c2cccc(Nc3ccnc(C(F)(F)F)c3)c2)c1 was read as HL-60(TB) -12*.
Screening C=C(CNCCc1ccc(O)cc1)[C@@H]1CC[C@]2(CO)CC[C@]3(C)[C@H](CC[C@@H]4[C@@]5(C)CCC(=O)C(C)(C)[C@@H]5CC[C@]43C)[C@@H]12 returned HL-60(TB) -42*.
Screening CC(C)(C)Nc1c(-c2ccc(-c3ccccc3)cc2)nc2ccccn12 returned HL-60(TB) 71.
For CCCCCCOC(=O)N1CCCCC1C (stereo unspecified) the results were HL-60(TB) 117.
`CCOC(=O)c1cccnc1Nc1ccc(NC(=O)Nc2c(C)cccc2Cl)cc1` gave HL-60(TB) 112.
O=C(O)CSCC(=O)N1CCN(c2cc3c(cc2F)c(=O)c(C(=O)O)cn3C2CC2)CC1 was read as HL-60(TB) 97.
For FC(F)(F)c1ccc(-c2cn3nc(-c4c[nH]c5ccc(Br)cc45)sc3n2)cc1 the results were HL-60(TB) 97.
For O=C(O)c1ccc(C(O)c2ccccc2)cc1 (stereo unspecified) the results were HL-60(TB) 96.
CCCCC/C=N/Nc1ccc([N+](=O)[O-])cc1[N+](=O)[O-] was read as HL-60(TB) 60.
`COc1cccc(C(=O)N(c2ccc(F)cc2)C(C(=O)NC(C)(C)C)c2cc3c(C)cc(C)cc3nc2Cl)c1` (stereo unspecified) gave HL-60(TB) 63.
Screening Cc1cc(C)c2c(Nc3ncnc4c3sc3nc(C)cc(C)c34)n[nH]c2n1 returned HL-60(TB) 99.
COc1ccc(C(=O)Nc2ncc(Cc3cccc(Cl)c3)s2)cc1OC was read as HL-60(TB) 11.
O=C1Nc2ccc(Cl)cc2/C1=N/c1nc(-c2ccc(F)cc2)cs1 was read as HL-60(TB) -37*.
For Cn1cc(/C=C2\C(=O)N(CCCCCCn3c4ccccc4c(=O)c4ccccc43)c3ccccc32)c2ccccc21 the results were HL-60(TB) 108.
Screening CCCn1cc(/C=N\N=C2\C(=O)Nc3ccccc32)c2ccccc21 returned HL-60(TB) 61.
COC(=O)c1cc(-c2ccc(Cl)c(Cl)c2)[nH]c(=O)c1C#N was read as HL-60(TB) 101.
For O=c1[nH]c2ccc(Cl)cc2[nH]1 the results were HL-60(TB) 102.
`CC(=O)c1cc2c(cc1C)C(C)(C)CCC2C` (stereo unspecified) gave HL-60(TB) 100.
`COc1ccc(OC)c(-c2[nH]c3ncc(-c4ccc(Cl)cc4)n3c(=O)c2C#N)c1` gave HL-60(TB) 106.
N#CC(C#N)=Cc1c(-c2ccccc2)[nH]c2ccccc12 was read as HL-60(TB) -7.7*.
N#Cc1ccc(-c2csc(Nc3ccc4nc5n(c(=O)c4c3)CCC5)n2)cc1 was read as HL-60(TB) 103.
For CCOC(=O)N1C(=O)NC(=O)C1c1ccccc1 (stereo unspecified) the results were HL-60(TB) 83.
For COc1ccc(OCCCBr)cc1 the results were HL-60(TB) 93.

Arranged by formula weight (smallest number first): 5 of the compounds above.
For O=c1[nH]c2ccc(Cl)cc2[nH]1 the results were HL-60(TB) 102.
For COc1ccc(OCCCBr)cc1 the results were HL-60(TB) 93.
COC(=O)c1cc(-c2ccc(Cl)c(Cl)c2)[nH]c(=O)c1C#N was read as HL-60(TB) 101.
O=C1Nc2ccc(Cl)cc2/C1=N/c1nc(-c2ccc(F)cc2)cs1 was read as HL-60(TB) -37*.
`COc1ccc(OC)c(-c2[nH]c3ncc(-c4ccc(Cl)cc4)n3c(=O)c2C#N)c1` gave HL-60(TB) 106.

Going on with the list.
For COc1cc(-c2nnc3c4[nH]ccc4ncn23)ccc1O the results were HL-60(TB) 51.
Screening COc1ccc2nc(-c3ccc(OC)c(OC)c3)cc(-c3nnc(SC/C(=N\O)c4ccccc4)n3-c3ccccc3)c2c1 returned HL-60(TB) 45.
`CCOC(=O)C(=CNc1ccc2n[nH]nc2c1)C(=O)OCC` gave HL-60(TB) 100.
`Cc1cccc(/C=C/C(=O)Nc2ncc(Cc3cccc(C)c3)s2)c1` gave HL-60(TB) 0.5*.
Screening NC(=O)Nc1cnc(Nc2ccc(N3CCOCC3)cc2)nc1Oc1ccc(C(F)(F)F)cc1 returned HL-60(TB) 85.
Screening CCOc1ccccc1NCN1C(=O)c2ccccc2C1=O returned HL-60(TB) 93.
COc1ccc([N+](=O)[O-])cc1NC(=O)N(C)Cc1ccco1 was read as HL-60(TB) 86.
Screening CC(Cc1ccccc1)N(C)C(=O)CN1C(=O)c2ccccc2C1=O (stereo unspecified) returned HL-60(TB) 115.
For CCc1ccc(CNc2ccc(N3CCOCC3)c(C(=O)O)c2)cc1 the results were HL-60(TB) 100.
N#CC(C(=O)O)=C1CCCCCC1 was read as HL-60(TB) 103.
Screening C=C1C(=O)O[C@H]2[C@H]1CC/C(C(=O)N[C@H]1C[C@H](O[C@H]3C[C@](O)(C(=O)CO)Cc4c(O)c5c(c(O)c43)C(=O)c3c(OC)cccc3C5=O)O[C@@H](C)[C@H]1O)=C\CC[C@@]1(C)O[C@@H]21 returned HL-60(TB) 69.
`Cc1nc2c(nnn2-c2ccccc2)c2nc(-c3ccccc3)oc(=O)c12` gave HL-60(TB) 109.

The list goes on; it opens with the three that closed the last part.
N#CC(C(=O)O)=C1CCCCCC1 was read as HL-60(TB) 103.
Screening C=C1C(=O)O[C@H]2[C@H]1CC/C(C(=O)N[C@H]1C[C@H](O[C@H]3C[C@](O)(C(=O)CO)Cc4c(O)c5c(c(O)c43)C(=O)c3c(OC)cccc3C5=O)O[C@@H](C)[C@H]1O)=C\CC[C@@]1(C)O[C@@H]21 returned HL-60(TB) 69.
`Cc1nc2c(nnn2-c2ccccc2)c2nc(-c3ccccc3)oc(=O)c12` gave HL-60(TB) 109.
`C[N+](C)(C)Cc1cccc(C(F)(F)F)c1` gave HL-60(TB) 105.
Screening Cc1ccc(S(=O)(=O)Nc2ccc(Cl)cc2C(=O)NO)cc1 returned HL-60(TB) 71.
`Cc1cc(=O)oc2cc(OS(=O)(=O)N(C)C)ccc12` gave HL-60(TB) 101.
For COc1ccc2[nH]c(=O)cc(NNC(=S)Nc3ccccc3)c2c1 the results were HL-60(TB) 99.
Screening NC(N)=NS(=O)(=O)c1ccc(N=NC2C(=O)NN(c3ccc([N+](=O)[O-])cc3[N+](=O)[O-])C2=O)cc1 (stereo unspecified) returned HL-60(TB) 89.
`O=c1c2ccccc2nc(CN2CCCCC2)n1/N=C/c1ccccc1` gave HL-60(TB) 100.
Screening COc1ccc(-c2nc(SCC(C)C)nc(Cl)c2C#N)cc1 returned HL-60(TB) 88.
Screening O=C(CCN1CCCCC1)c1cccs1 returned HL-60(TB) 117.
COc1cc(OC)c2c(c1Cl)O[C@]1(C2=O)C(OCc2ccccc2)=CC(=NCCC(=O)O)C[C@H]1C was read as HL-60(TB) 93.
`CC(C)C1CCC(OC(=O)c2ccccc2Cl)CC1` (stereo unspecified) gave HL-60(TB) 99.
`CCOCCOC(=O)CCOCCN1CC1` gave HL-60(TB) 152.
CCOc1cc(/C=N/N=C(N)N)ccc1O was read as HL-60(TB) 135.

Entries from the list above that have an aryl thioether with sulfur outside any ring (six):
For COc1cc(/C=C/C(=O)c2ccc(NC(=O)CSc3nnc(-c4cc(OC)c(OC)c(OC)c4)o3)cc2)cc(OC)c1OC the results were HL-60(TB) 79.
`CSc1nc(NCc2ccccc2)c(C#N)c(-c2cccc([N+](=O)[O-])c2)n1` gave HL-60(TB) 107.
For C=CCn1c(SCC(=O)Nc2ccc(C(=O)/C=C/c3ccc(Cl)cc3)cc2)nnc1-c1c[nH]c2ccccc12 the results were HL-60(TB) 87.
`CSc1nc(NCCN2CCOCC2)c(C#N)c(-c2cccc(N)c2)n1` gave HL-60(TB) 107.
Screening COc1ccc2nc(-c3ccc(OC)c(OC)c3)cc(-c3nnc(SC/C(=N\O)c4ccccc4)n3-c3ccccc3)c2c1 returned HL-60(TB) 45.
Screening COc1ccc(-c2nc(SCC(C)C)nc(Cl)c2C#N)cc1 returned HL-60(TB) 88.

(list continues)
COc1cc(NC(=O)Nc2cccc(Cn3c(=O)[nH]c4ccc(Oc5ncccn5)cc4c3=O)c2)cc(OC)c1 was read as HL-60(TB) 100.
For Cc1cc(C)c2[nH]c(=O)c(C(c3nnnn3Cc3ccc(F)cc3)N3CCN(C4CCCCC4)CC3)cc2c1 (stereo unspecified) the results were HL-60(TB) 94.
For COc1ccc(C2=NN(C(C)=O)C(c3cn(Cc4ccc(Cl)cc4)c4ccccc34)C2)cc1 (stereo unspecified) the results were HL-60(TB) 80.
Screening CCOC(=O)C1CC(O)CN1C (stereo unspecified) returned HL-60(TB) 113.
`O=C(Nc1ccccc1)C(O)c1ccccc1` (stereo unspecified) gave HL-60(TB) 104.
`CC(C)(N)COCOCC(C)(C)N` gave HL-60(TB) 100.
For COC(=O)c1cc(N=C2NC(=O)/C(=C/C=C/c3ccccc3)S2)ccc1O the results were HL-60(TB) -0.7*.
O=C(O)c1[nH]c(=O)[nH]c(=O)c1Cl was read as HL-60(TB) 104.
`O=C(Nc1ccc(Cl)cc1)Nc1cccc(-c2cc(=O)c3ccccc3o2)c1` gave HL-60(TB) 102.
Screening O=C1C[C@H](c2ccccc2)[C@H](c2ccccc2)C1 returned HL-60(TB) 88.
For Cc1cc(=O)oc2c(O)c(O)ccc12 the results were HL-60(TB) 95&92.
`CCOC(=O)/C(C#N)=C/c1ccc(N(C)C)cc1` gave HL-60(TB) 84.
For Cc1cnc(Nc2ccc(N3CCN(C)CC3)cc2)nc1Nc1ccc(Cl)c(NS(=O)(=O)C(C)(C)C)c1 the results were HL-60(TB) -13*.

Screens deposited in PubChem by NCI.

An excerpt; count on the stated rates, not on these rows.
